PI4K2A block: inhibitors of human PI4K2A; purified PI4K2A, ADP-Glo luminescence, 1 h; hits give low values; activity change, negative = inhibition, % at 76.9 µM; actives 0.13% (n = 420,000); AID 1346378; in the data active = activity change below about -50%; inconclusive = mostly about -30% to -49%;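 also: -100% = wells without enzyme as full effect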
Target sequence (Q9BTU6 whole entry, looked up): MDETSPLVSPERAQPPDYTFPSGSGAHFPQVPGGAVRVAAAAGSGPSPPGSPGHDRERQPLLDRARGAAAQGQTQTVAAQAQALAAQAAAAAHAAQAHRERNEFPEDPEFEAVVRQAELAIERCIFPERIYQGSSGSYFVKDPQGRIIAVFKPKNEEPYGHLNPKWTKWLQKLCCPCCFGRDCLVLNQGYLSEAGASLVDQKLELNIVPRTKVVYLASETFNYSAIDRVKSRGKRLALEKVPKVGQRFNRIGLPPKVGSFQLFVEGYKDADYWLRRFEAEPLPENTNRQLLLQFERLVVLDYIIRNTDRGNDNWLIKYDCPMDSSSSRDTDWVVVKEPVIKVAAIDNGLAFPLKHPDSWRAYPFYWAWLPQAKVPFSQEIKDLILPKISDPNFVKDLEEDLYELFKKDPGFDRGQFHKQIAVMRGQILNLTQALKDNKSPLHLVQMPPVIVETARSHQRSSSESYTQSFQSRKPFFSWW
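ADP-Glo luminescence measured ADP generated by PI4K2A enzyme (4 ug/mL before mixing) with 1.2 mM PI substrate (pre-mix) and 300 microM ATP (pre-mix). Tris pH7.5 buffer with MgCl2, Triton X-100; 1 h reaction at ambient temperature.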
GLS inhibitor: glutaminase GLS (human) inhibition; O94925; GLS enzymatic activity, qHTS titration; Potency, µM (top dose mostly 45.5 µM), for inactives: at the highest dose activity change, negative = inhibition, most hits filed as inhibitors; actives 0.21% (n = 410,000); AID 624170; also: potency is read from the fitted curve at half-maximal effect
Target sequence (O94925 whole entry, looked up): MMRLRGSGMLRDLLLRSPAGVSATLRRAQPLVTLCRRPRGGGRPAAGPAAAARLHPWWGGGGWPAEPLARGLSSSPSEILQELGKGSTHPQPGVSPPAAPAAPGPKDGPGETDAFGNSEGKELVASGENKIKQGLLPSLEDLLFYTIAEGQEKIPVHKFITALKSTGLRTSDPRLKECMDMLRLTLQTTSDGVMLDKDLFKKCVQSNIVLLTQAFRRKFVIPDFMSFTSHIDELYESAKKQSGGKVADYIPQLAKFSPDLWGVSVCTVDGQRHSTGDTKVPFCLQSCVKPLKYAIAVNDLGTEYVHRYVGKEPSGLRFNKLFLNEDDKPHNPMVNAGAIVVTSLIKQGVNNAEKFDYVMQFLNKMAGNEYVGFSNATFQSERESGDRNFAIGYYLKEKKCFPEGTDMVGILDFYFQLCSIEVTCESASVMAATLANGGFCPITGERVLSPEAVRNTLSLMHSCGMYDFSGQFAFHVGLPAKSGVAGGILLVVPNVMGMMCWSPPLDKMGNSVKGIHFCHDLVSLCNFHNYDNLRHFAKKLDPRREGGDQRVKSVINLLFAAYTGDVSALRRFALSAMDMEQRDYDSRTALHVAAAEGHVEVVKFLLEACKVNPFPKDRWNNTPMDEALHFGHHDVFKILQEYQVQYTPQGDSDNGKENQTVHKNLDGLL
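Coupled fluorescence readout: glutamate oxidase/HRP/Amplex Red detect glutamate formed by hKGA from L-glutamine (1 mM solution added). Buffer 45 mM KH2PO4 pH 8.2, 0.02% Tween-20; reads at t0 and 30 min RT.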
G9a inh: inhibitors of human histone lysine methyltransferase G9a; Q96KQ7; G9a H3K9 monomethylation, AlphaScreen, 2 h; Potency, µM (doses to about 102 µM), for the others: at the highest dose activity, negative = inhibition, hits mostly inhibitors; actives 8.8% (n = 350,000); AID 504332; also: potency is read from the fitted curve at half-maximal effect; nearly all actives have a fitted effect of over 75% in size
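AlphaScreen read-out: biotin-H3K9 peptide (500 nM) methylation by 20 nM enzyme with 20 uM SAM, 2 h at room temperature after 15 min compound preincubation; anti-monomethyl H3K9 antibody plus donor/acceptor beads, 10 min dark.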
The depositor's hits bear a star; ? = inconclusive; · = no result given; & = joins results of further samples; ! = repeats disagree; [ ] = dose if it differs, or a comment. Unless noted, calls follow the shape of the dose curve; as a rule, active = well fitted curve in the direction sought with a large enough effect; inconclusive = small, poorly fitted or top-dose-only effect, or another doubt; inactive = no such curve, though single readings can be large; an effect the other way counts as inactive or inconclusive. Unless noted, % is scaled to controls: 0 for no effect and ±100 for the full control effect. The list is partial. The share of hits here may be higher or lower than overall.

[1] CC(CCC(=O)O)C1CCC2C3C(O)C[C@@H]4CC(O)CC[C@@]4(C)C3CC[C@@]12C (stereo not given in full)
[2] Cc1ccccc1OC[C@H](O)CO
[3] COc1cc(O)c2c(=O)cc(-c3ccc(OC)c(-c4c(O)cc(O)c5c(=O)cc(-c6ccc(O)cc6)oc45)c3)oc2c1
[4] O=C1c2ccc(O)c(O)c2C(=O)c2c(O)ccc(O)c21
[5] CC(=O)C1CCC2C3CC(C)C4=CC(=O)CC[C@@]4(C)C3C(O)C[C@@]12C (stereo not given in full)
[6] C[C@H](CCC(=O)O)[C@H]1CC[C@H]2[C@H]3C(CC[C@]12C)[C@@]1(C)CC[C@@H](O)C[C@H]1C[C@H]3O (stereo not given in full)
assay / entry | 1 | 2 | 3 | 4 | 5 | 6
PI4K2A block | · | · | · | · | · | ·
GLS inhibitor | · | · | · | · | · | ·
G9a inh | -2.6%&-35.0%[2.33 µM] | 21.7%[21.5 µM] | 6.7%[2.33 µM] | ? | -2.3%[2.33 µM] | 36.7%[59 µM]

[7] O=c1cc(-c2ccc(O)cc2)oc2cc(O[C@H]3OC(CO)C(O)C(O)C3O)cc(O)c12 (stereo not given in full)
[8] CC(=O)O[C@@]1(C(C)=O)CCC2C3C=C(Cl)C4=CC(=O)C5CC5[C@@]4(C)C3CC[C@]21C (stereo not given in full)
[9] CN1C2CCC1CC(NC(=O)n1c(=O)[nH]c3ccccc31)C2 (stereo not given)
[10] Cc1ccc(C(=O)[C@H](C)CN2CCCCC2)cc1
[11] C=CC1=C(C(=O)O)N2C(=O)[C@@H](NC(=O)C(N=O)c3csc(N)n3)[C@H]2SC1 (stereo not given in full)
[12] CCC[C@H](N[C@@H](C)C(=O)N1[C@@H]2CCCC[C@H]2C[C@H]1C(=O)O)C(=O)OCC
assay / entry | 7 | 8 | 9 | 10 | 11 | 12
PI4K2A block | · | · | · | · | · | ·
GLS inhibitor | · | · | -3.0% | 3.4% | ? | -5.6%
G9a inh | -36.9%[2.33 µM] | 5.0%[2.33 µM] | · | · | 0.8%[59 µM] | 8.6%[59 µM]

[13] CCC(C)[C@@H](N)C(=O)O (stereo not given in full)
[14] Cn1c(O)c(N=NC(N)=S)c2ccccc21
[15] CCOC(=O)C(CCc1ccccc1)NC(C)C(=O)N1Cc2ccccc2CC1C(=O)O (stereo not given)
[16] CCCN[C@@H](C)C(=O)Nc1c(C)csc1C(=O)OC
[17] CC[C@H](Cc1c(I)cc(I)c(N)c1I)C(=O)O
[18] CCC(=O)O
assay / entry | 13 | 14 | 15 | 16 | 17 | 18
PI4K2A block | · | · | · | · | · | ·
GLS inhibitor | 5.0% | 28.2% | -4.2% | -5.4%[20 µM] | -10.9%[20 µM] | -16.6%
G9a inh | -2.4%[12.7 µM] | ? | -3.1%[2.33 µM] | 10.6%[21.5 µM] | 5.6%[21.5 µM] | 30.2%[59 µM]

[19] CN(C)CCOC(=O)[C@@H](c1ccccc1)C1(O)CCCC1
[20] CC(O)CN(C)C (stereo not given)
[21] C=CC1=C(C(=O)O)N2C(=O)C(NC(=O)/C(=N\O)c3csc(N)n3)C2SC1 (stereo not given)
[22] CC1(C)O[C@@H]2C[C@@H]3[C@H]4C[C@@H](F)C5=CC(=O)C=C[C@]5(C)[C@@]4(F)[C@@H](O)C[C@]3(C)[C@]2(C(=O)CO)O1
[23] COc1ccc(S(=O)(=O)N2c3ccc(Cl)cc3[C@](O)(c3ccccc3Cl)[C@@H]2C(=O)N2CCC[C@H]2C(N)=O)cc1OC
[24] C/C=C\C(=O)N(CC)c1ccccc1C
assay / entry | 19 | 20 | 21 | 22 | 23 | 24
PI4K2A block | · | · | · | · | · | ·
GLS inhibitor | 0.3% | 1.4% | ? | -9.8% | 8.7% | -0.5%[20 µM]
G9a inh | -10.8%[12.7 µM] | -27.8%[12.7 µM] | 1.0%[2.33 µM] | 26.5%[59 µM] | -1.8%[12.7 µM] | 30.3%[21.5 µM]

[25] Cc1cc(CC(C)CC(C)(C)C)n(O)c(=O)c1 (stereo not given)
[26] O=C(CS(=O)Cc1ccco1)NCC=CCOc1cc(CN2CCCCC2)ccn1 (stereo not given)
[27] CN(C)[C@@H](CCOc1cccc2ccccc12)c1ccccc1
[28] O=C1CC2(CCCC2)CC(=O)N1
[29] C/C=C(/C(=C/C)c1ccc(OC(C)=O)cc1)c1ccc(OC(C)=O)cc1
[30] NC(=O)N[C@@H](CCC(=O)O)C(=O)O
assay / entry | 25 | 26 | 27 | 28 | 29 | 30
PI4K2A block | · | · | -2.1 | -2.7 | -1.0 | -1.0
GLS inhibitor | 3.1% | -5.3% | · | · | · | ·
G9a inh | 16.4%[12.7 µM] | ? | · | · | · | ·

In the list so far, these have a Cl atom.
[8] CC(=O)O[C@@]1(C(C)=O)CCC2C3C=C(Cl)C4=CC(=O)C5CC5[C@@]4(C)C3CC[C@]21C (stereo not given in full)
[23] COc1ccc(S(=O)(=O)N2c3ccc(Cl)cc3[C@](O)(c3ccccc3Cl)[C@@H]2C(=O)N2CCC[C@H]2C(N)=O)cc1OC
assay / entry | 8 | 23
PI4K2A block | · | ·
GLS inhibitor | · | 8.7%
G9a inh | 5.0%[2.33 µM] | -1.8%[12.7 µM]

Later entries
[31] CC1(C)O[C@H]2CC(=O)OC[C@]23[C@H]2CC[C@@]4(C)[C@H](c5ccoc5)OC(=O)[C@H]5O[C@]54[C@]2(C)C(=O)C[C@@H]13
[32] Cc1ccc(C(=O)Oc2ccc(C(O)CNC(C)(C)C)cc2OC(=O)c2ccc(C)cc2)cc1 (stereo not given)
[33] COC(=O)c1nc(Cl)c(Cl)nc1N
[34] Nc1c(I)cc(I)c(C(=O)N(CCC(=O)O)c2ccccc2)c1I
[35] Nc1nc(=O)n([C@@H]2O[C@H](CO)[C@@H](O)[C@@H]2F)cc1I
[36] CCOc1ncc(F)c(=O)[nH]1
assay / entry | 31 | 32 | 33 | 34 | 35 | 36
PI4K2A block | 0.6 | 1.9 | 2.0 | -3.2 | -0.5 | -0.5
GLS inhibitor | · | · | · | · | · | ·
G9a inh | · | · | · | · | · | ·

Entries by screen from the entries so far:
PI4K2A block, compounds 28 to 35 → -2.7, -1.0, -1.0, 0.6, 1.9, 2.0, -3.2, -0.5

(list continues)
[37] CN(C)CCN1CCN(c2cccc(Cl)c2)C1=O
[38] Nc1ncnc2c1ncn2Cc1c(F)cccc1Cl
[39] O=C(O)Cc1ccc2c(c1)C(=O)c1ccccc1CO2
[40] CC(CC(C#N)(c1ccccc1)C(C)C)N(C)C (stereo not given)
[41] CCOC(=O)C(=O)CCc1ccccc1
[42] COc1cc2c(cc1OC)C(=O)CC2
assay / entry | 37 | 38 | 39 | 40 | 41 | 42
PI4K2A block | -1.7 | -7.7 | -4.6 | -3.6 | -2.5 | -1.8
GLS inhibitor | · | · | · | · | · | ·
G9a inh | · | · | · | · | · | ·

[43] COc1ccc(-n2nc(CCC(=O)N(C)O)cc2-c2ccc(Cl)cc2)cc1
[44] CCOC(=O)N1CCC(Nc2ccc(Cl)cc2N)CC1
[45] C/C(=C1\CCOC(=O)S1)N(C=O)Cc1cnc(C)nc1N
[46] Cc1cn([C@@H]2O[C@H](CO)[C@@H](O)[C@H]2F)c(=O)[nH]c1=O
[47] CC(C)C(=O)Nc1cccc(C(F)(F)F)c1
[48] CNC(=O)c1cnn(-c2nc(N)c3ncn([C@@H]4O[C@H](CO)[C@@H](O)[C@H]4O)c3n2)c1
assay / entry | 43 | 44 | 45 | 46 | 47 | 48
PI4K2A block | 0.9 | -1.4 | -0.6 | 1.1 | 0.8 | 1.5
GLS inhibitor | · | · | · | · | · | ·
G9a inh | · | · | · | · | · | ·

[49] COC(=O)C1=C(C)NC(C)=C(C(=O)OCCc2ccc(N3CCN(C(c4ccccc4)c4ccccc4)CC3)cc2)C1c1cccc([N+](=O)[O-])c1 (stereo not given)
[50] C[C@@H](N)C1CCC(C(=O)Nc2ccncc2)CC1 (stereo not given in full)
[51] Nc1nnnn1-c1ccccc1
[52] COCCCOc1cc(C[C@@H](C[C@H](N)[C@@H](O)C[C@H](C(=O)NCC(C)(C)C(N)=O)C(C)C)C(C)C)ccc1OC
[53] COc1cc(C(=O)OC(COCCC(C)C)CN2CCOCC2)cc(OC)c1OC (stereo not given)
[54] COc1cc(NS(=O)(=O)c2ccc(N)cc2)nc(C)n1
assay / entry | 49 | 50 | 51 | 52 | 53 | 54
PI4K2A block | 0.4 | 3.3 | 1.6 | 0.0 | 0.9 | -0.9
GLS inhibitor | · | · | -3.5% | 1.0% | -3.4% | -1.9%
G9a inh | · | 29.9µM*! | · | · | · | ·

[55] Cc1ccccc1C(=O)Nc1ccc(C(=O)N2CCCC(O)c3cc(Cl)ccc32)c(C)c1 (stereo not given)
[56] CCOC(=O)c1ccc(OCCN2C[C@H](O)[C@@H](O)[C@H](O)[C@H]2CO)cc1
[57] O=C(O)CNC(=O)c1ccccc1I
[58] Cc1ccc(S(=O)(=O)NC(=O)NC2CCCCCCC2)cc1
[59] Cc1oc(=O)oc1CN1CCN(c2cc3c(cc2F)c(=O)c(C(=O)O)c2n3C(C)S2)CC1 (stereo not given)
[60] CCN(CC)CCn1c(=O)c(Cc2ccc(OC)cc2)nc2ccccc21
assay / entry | 55 | 56 | 57 | 58 | 59 | 60
PI4K2A block | 0.7 | -4.1 | 0.0 | -0.7 | 1.4 | -0.1
GLS inhibitor | 0.5% | -2.9% | -19.1% | 5.9% | -3.4% | -10.1%
G9a inh | · | · | 0.7%[59 µM] | -5.9%[12.7 µM] | 2.0%[59 µM] | ?

[61] CCCCCCCCCCCCCCC[C@H](O)[C@H](N)CO
[62] CCC1Nc2cc(Cl)c(S(N)(=O)=O)cc2S(=O)(=O)N1 (stereo not given)
[63] Cc1nc(-c2ccc(Cl)cc2)oc1COC(C)(C)C(=O)O
[64] O=c1[nH]c2cc(C(F)(F)F)c(N3CCOCC3)cc2n(CP(=O)(O)O)c1=O
[65] Cc1c(I)c(=O)n(-c2ccccc2)n1C
[66] Cn1c(=O)c2[nH]c(Br)nc2n(C)c1=O
assay / entry | 61 | 62 | 63 | 64 | 65 | 66
PI4K2A block | 4.4 | 3.8 | 1.6 | 4.3 | 4.5 | -0.5
GLS inhibitor | 2.1% | -5.7% | 1.8% | 38.4%[activator] | -3.1% | 6.7%
G9a inh | 17.4%[59 µM] | 3.0%[59 µM] | -5.4%[12.7 µM] | 5.8%[59 µM] | 31.1%[59 µM] | -41.0%[12.7 µM]

[67] CN(C(=O)CCCOc1ccc2[nH]c(=O)ccc2c1)C1CCCCC1
[68] O=C(O)c1ccc[n+]([O-])c1
[69] Cc1cc(NS(=O)(=O)c2ccc(N)cc2)nc(C)n1
[70] Cc1c(C(=O)NCCO)[n+](=O)c2ccccc2n1[O-]
assay / entry | 67 | 68 | 69 | 70
PI4K2A block | -12.4&-4.3 | -2.4 | -1.4 | 0.7
GLS inhibitor | -0.3% | 4.3% | -2.4% | 6.4%
G9a inh | 0.3%&29.1%[12.7 µM] | -16.0%[12.7 µM] | 33.4%[59 µM] | ?

In the list so far, 12 have sulfur.
[11] C=CC1=C(C(=O)O)N2C(=O)[C@@H](NC(=O)C(N=O)c3csc(N)n3)[C@H]2SC1 (stereo not given in full)
[14] Cn1c(O)c(N=NC(N)=S)c2ccccc21
[16] CCCN[C@@H](C)C(=O)Nc1c(C)csc1C(=O)OC
[21] C=CC1=C(C(=O)O)N2C(=O)C(NC(=O)/C(=N\O)c3csc(N)n3)C2SC1 (stereo not given)
[23] COc1ccc(S(=O)(=O)N2c3ccc(Cl)cc3[C@](O)(c3ccccc3Cl)[C@@H]2C(=O)N2CCC[C@H]2C(N)=O)cc1OC
[26] O=C(CS(=O)Cc1ccco1)NCC=CCOc1cc(CN2CCCCC2)ccn1 (stereo not given)
[45] C/C(=C1\CCOC(=O)S1)N(C=O)Cc1cnc(C)nc1N
[54] COc1cc(NS(=O)(=O)c2ccc(N)cc2)nc(C)n1
assay / entry | 11 | 14 | 16 | 21 | 23 | 26 | 45 | 54
PI4K2A block | · | · | · | · | · | · | -0.6 | -0.9
GLS inhibitor | ? | 28.2% | -5.4%[20 µM] | ? | 8.7% | -5.3% | · | -1.9%
G9a inh | 0.8%[59 µM] | ? | 10.6%[21.5 µM] | 1.0%[2.33 µM] | -1.8%[12.7 µM] | ? | · | ·

[58] Cc1ccc(S(=O)(=O)NC(=O)NC2CCCCCCC2)cc1
[59] Cc1oc(=O)oc1CN1CCN(c2cc3c(cc2F)c(=O)c(C(=O)O)c2n3C(C)S2)CC1 (stereo not given)
[62] CCC1Nc2cc(Cl)c(S(N)(=O)=O)cc2S(=O)(=O)N1 (stereo not given)
[69] Cc1cc(NS(=O)(=O)c2ccc(N)cc2)nc(C)n1
assay / entry | 58 | 59 | 62 | 69
PI4K2A block | -0.7 | 1.4 | 3.8 | -1.4
GLS inhibitor | 5.9% | -3.4% | -5.7% | -2.4%
G9a inh | -5.9%[12.7 µM] | 2.0%[59 µM] | 3.0%[59 µM] | 33.4%[59 µM]

Screening results: PubChem, National Center for Advancing Translational Sciences (NCATS)
